# Bioassay records as filed in PubChem.
# TRPC6 inhibitor = mouse TRPC6 channel inhibition | HEK293-TRPC6, membrane potential dye, ACh-evoked depolarization; stronger effect = lower value | B-score at 10 µM | actives 1.1% (n = 310,000);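 active means B-score under library mean minus 3 SD, initial fluorescence not abnormally high, positive integrated signal ratio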;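 further: B-score derived from integrated fluorescence ratio over the kinetic read; more negative B-score means stronger inhibition of depolarization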
# TRPC6 act = mouse TRPC6 channel activation | HEK293-TRPC6 membrane potential dye fluorescence; stronger effect = higher value | B-score at 10 µM | actives 0.13% (n = 310,000) | AID 2550;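 active means B-score of the integrated fluorescence ratio above library mean plus 3 SD, and starting fluorescence ratio within library mean plus 5 SD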;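 further: higher score means more depolarization so channel activation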
# TRPC4 inh = TRPC4 (mouse) channel inhibition; HEK293 TRPC4beta/mu-opioid, DAMGO-evoked Fluo4 calcium flux; stronger effect = lower value; B-score at 10 µM; Q9QUQ5; actives 0.39% (n = 300,000);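 active means B-score over 3 SD under the library average, no early fluorescence shift, positive overall ratio signal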
#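 Assay system: TRPC4beta/mu-opioid receptor HEK293 cell line; compound dosing: single concentration per test compound; detection: Fluo4 Ca2+ flux fluorescence; evaluation: per-well B score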
# TRPC4 act = TRPC4 (mouse) channel activation; HEK293 TRPC4beta/mu-opioid, Fluo4 calcium fluorescence; stronger effect = higher value; B-score at 10 µM; actives 0.49% (n = 310,000);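 active means B-score above 5 SD of library B-scores, and initial fluorescence ratio not above library mean plus 5 SD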;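 further: positive B-score marks a calcium rise read as TRPC4 activation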
#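 Incubation: 45 min room-temperature Fluo4 loading, 110 s read / System: HEK293 cells stably co-expressing mouse TRPC4beta and mu-opioid receptor / Signal: Fluo4 fluorescence, kinetic / Control set: buffer (low) and maximal DAMGO (high) / Measure: integrated baseline-normalised fluorescence ratio, converted to per-well B score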
# MrgX1 antagonist = blocks BAM8-22 activation of human MrgX1 receptor; Q96LB2; MRGX1-HEK293 calcium flux, Fluo-4, BAM8-22 antagonism; stronger effect = lower value; B-score at 10 µM; actives 1.3% (n = 310,000);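 active means calcium-response B-score plate-corrected more than 3 library SD below zero, starting fluorescence within 5 deviations, no agonist response on first addition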;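 further: peak minus trough fluorescence over baseline after final BAM8-22 challenge near maximal dose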
# Target sequence (Q96LB2 whole entry, looked up): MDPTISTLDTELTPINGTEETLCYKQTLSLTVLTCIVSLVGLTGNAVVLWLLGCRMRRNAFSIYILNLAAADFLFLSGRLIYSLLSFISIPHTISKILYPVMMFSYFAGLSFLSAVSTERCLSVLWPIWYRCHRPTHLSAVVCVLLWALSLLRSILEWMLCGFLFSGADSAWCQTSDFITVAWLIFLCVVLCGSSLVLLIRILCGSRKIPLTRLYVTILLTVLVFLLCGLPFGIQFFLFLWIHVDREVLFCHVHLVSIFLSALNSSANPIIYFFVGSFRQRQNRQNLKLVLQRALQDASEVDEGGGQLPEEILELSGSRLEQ
# AI-2 QS mod = Vibrio harveyi AI-2 quorum sensing modulation; actives 0.4% (n = 300,000); activity change, % at 7.5 µM; Vibrio harveyi JMH597 AI-2 luminescence/OD600 ratio, 9 h; stronger effect = lower value; strain lacks LuxN and CqsS sensors; 0 = neutral-control median; in the data active means activity change below about -75%, passing the limit was not always enough; inconclusive means no clear call, values can overlap the other calls;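 further: luminescence divided by OD600 gain over 9 h not by final OD600 alone; inactives centre near 13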
# MrgX1 PAM = human MrgX1 positive allosteric modulation, primary screen | actives 0.63% (n = 310,000) | B-score at 10 µM | MrgX1-HEK293, Fluo-4 calcium flux, FDSS; stronger effect = higher value | AID 588675 | Q96LB2;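 active means plate-corrected calcium response at least 3 library SD above typical, normal starting fluorescence, not activating the receptor alone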;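 further: compound read alongside a low EC10 to EC30 dose of BAM8-22 agonist; peak minus trough fluorescence over baseline measured at the second addition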
# MrgX1 agonist = activates human MrgX1 receptor signaling; B-score at 10 µM; MrgX1-HEK293 cells, Fluo-4 calcium fluorescence, agonist mode; stronger effect = higher value; AID 588627; actives 0.44% (n = 310,000); Q96LB2;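 active means calcium response B-score plate-corrected fluorescence ratio at least 3 library SD, with starting fluorescence B-score inside 5 SD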
#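 Assay system: stable human MrgX1 HEK293 cell line. Quantity: 15,000 cells per well. Schedule: cells plated overnight, dye loaded 0.5 h 37 °C, 0.5 h room temperature. Detection: Fluo-4 NW calcium-flux fluorescence, kinetic read. Read-out basis: peak-minus-minimum fluorescence over baseline, converted to B scores. Control set: positive and negative control wells on each plate.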
# PolyA inh = yeast polyadenylation inhibition; calls only at 12 µM; AID 1875; S. cerevisiae SKY197-pL101 polyadenylation reporter, beta-gal luminescence; efflux-impaired pdr1/pdr3 knockout yeast; score 100 = 6 SD above DMSO; actives 0.02% (n = 300,000);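 active means lowest replicate activity score at least 50, where 100 means six control SD above control mean; inconclusive means lowest score under 50 but half or more replicates reach 50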;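 further: yeast exposed to compound for 9 h at 30 °C; higher score means more reporter readthrough which indicates perturbed polyadenylation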
# TRPC4 PAM = TRPC4 (mouse) allosteric potentiation. B-score at 10 µM. HEK293 TRPC4beta/mu-opioid, DAMGO EC20, Fluo-4 Ca2+ flux; stronger effect = higher value. actives 0.42% (n = 310,000). Q9QUQ5. AID 2227;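 active means B-score of calcium response area above 5 SD of library B-scores, with initial fluorescence ratio within 5 SD of library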;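 further: B-score of integrated fluorescence ratio over time as area under calcium response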
# HIF act = HIF pathway transcriptional activation; activation, % at 7.5 µM (by protocol); actives 0.32% (n = 300,000); U2OS HRE-luciferase reporter, luminescence; normalized: DMSO 0%, desferrioxamine 100%;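 active means mean activation of at least 10% of the iron chelator positive control signal, with at least half of replicates also reaching 10%; inconclusive means mean and replicate majority disagree about reaching 10%; inactive means mean and most replicates under 10%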
# An asterisk follows results filed as active; i = inactive; ? = inconclusive; · = not tested or not shown. Only part of the results is shown, so the mix of outcomes need not match the whole.
SMILES,TRPC6 inhibitor,TRPC6 act,TRPC4 inh,TRPC4 act,MrgX1 antagonist,AI-2 QS mod,MrgX1 PAM,MrgX1 agonist,PolyA inh,TRPC4 PAM,HIF act
CCN1CCN(c2nc3sc4c(c3c(=O)n2-c2ccc(OC)cc2)CCCCC4)CC1,i,i,i,i,i,67,i,i,i,i,0.0
CCOc1ccc(NC(=O)CCN2CCN(C)CC2)cc1,i,i,i,i,i,-5,i,i,i,i,1.4
O=C(Nc1ccccn1)C1CCN(S(=O)(=O)c2ccc(Cl)cc2)CC1,i,i,i,i,i,19,i,i,i,i,1.3
COc1cc2c(cc1OC)C(C)N(C(C)=O)CC2 (stereo not given),i,i,i,i,i,-1,i,i,i,i,0.2
CCOC(=O)c1c(C)[nH]c2c1-c1ccccc1C(=O)C2=O,i,i,i,i,·,37,·,·,i,i,-2.5
CC(=O)N1CCc2cc(Br)cc(S(=O)(=O)N3CCC(C(=O)O)CC3)c21,i,i,i,i,i,5,i,i,i,i,0.2
Cc1ccn2cc(-c3cccc(NC(=O)c4ccccc4)c3)nc2c1,i,i,i,i,i,2,i,i,i,i,2.7
Cc1cc(/C=C(\C#N)C(=O)Nc2ccc(Cl)cc2)c(C)n1-c1ccc(N2CCOCC2)c([N+](=O)[O-])c1,i,i,i,i,i,5,i,i,i,i,-0.3
Cc1c(N=C2NN=C(c3ccc(Cl)cc3)CS2)c(=O)n(-c2ccccc2)n1C,i,i,i,i,i,14,i,i,i,i,-1.0
CN(CCOc1ccccc1)CC(=O)Nc1cccc(C#N)c1,i,i,i,i,i,23,i,i,i,i,-0.4
CSCc1ccc(C(=O)NCc2ccccc2)cc1,i,i,i,i,i,27,i,i,i,i,0.5
CCOCCCNC(=O)c1cn(CC(C)C)c(=O)c2c1c1ccccc1n2C,i,i,i,i,i,-2,i,i,i,i,-0.2
Nc1nc(CN2CCN(Cc3ccccc3)CC2)nc(N2CCCc3ccccc32)n1,i,i,i,i,i,-3,i,i,i,i,0.0
COc1ccc(OC)c(CCNC(=O)Cn2ccc3cc(S(=O)(=O)N4CCCC4)ccc32)c1,i,i,i,i,i,37,i,i,i,i,·
COc1ccc(CNC(=O)C(=O)NCCC2CCCCN2S(=O)(=O)c2ccccc2)cc1 (stereo not given),i,i,i,i,i,14,i,i,i,i,0.0
CCC(=O)Oc1ccc2c(C)cc(=O)oc2c1C,i,i,i,i,i,14,i,i,i,i,-0.4
COc1cc(/C(C)=N/NC(=O)CSc2nc3ccccc3[nH]2)ccc1O,i,i,i,i,i,17,i,i,i,i,-0.2
O=C(O)CCn1c(SCc2cccc3ccccc23)nc2ccccc21,i,i,i,i,i,9,i,i,i,i,0.4
CC(=O)c1cccc(OCc2cc(C(=O)N3CCC(N4CCCCC4)CC3)no2)c1,i,i,i,i,i,-1,i,i,i,i,0.0
Cc1ccc(C#N)c(SCc2ccccc2[N+](=O)[O-])n1,i,i,i,i,i,45,i,i,i,i,-0.5
Cc1[nH]c(=O)[nH]c(=O)c1NC(=O)c1cccs1,i,i,i,i,i,23,i,i,i,i,-0.5
O=C(O)/C=C\C(=O)Nc1ccc(N2CCN(c3ccc(Cl)c(Cl)c3)CC2)cc1,i,i,-6*,i,i,18,i,i,i,i,0.3
O=C(CN1C(=O)c2cccc3cccc1c23)N1CCN(c2cccc(Cl)c2)CC1,i,i,i,i,i,13,i,i,i,i,-0.4
C=CCOC(=O)C1=C[C@H](c2ccccc2)[C@@H](CCCO)[C@H](OCC)O1,i,i,i,i,i,5,i,i,i,i,-2.9
CCN1CCc2nc3sc(C(=O)Nc4cccnc4Cl)c(N)c3cc2C1,i,i,i,i,i,-2,i,i,i,i,0.0
# The results go on:
SMILES,TRPC6 inhibitor,TRPC6 act,TRPC4 inh,TRPC4 act,MrgX1 antagonist,AI-2 QS mod,MrgX1 PAM,MrgX1 agonist,PolyA inh,TRPC4 PAM,HIF act
COc1cc(C(=O)Nc2nnc(C)s2)cc(OC)c1OC,i,i,i,i,i,19,i,i,i,i,-0.2
CC#CC[N+](C)(C)CCCCCCCCCCCC,i,i,-8*,i,i,2,i,i,i,i,-0.1
Cc1ccc(Nc2cc(C(=O)NCCCN3CCOCC3)c3ccccc3n2)cc1C,i,i,i,i,i,14,i,i,i,i,0.7
COCCNC(=O)C/C(C)=N/NC(=O)C(=O)NC1CCCCC1,i,i,i,i,i,31,i,i,i,i,0.4
OC(CNCc1ccccc1F)(c1ccc(F)cc1)c1ccc(F)cc1,i,i,i,i,i,15,i,i,i,i,0.0
COc1ccccc1NC(=O)c1nnn(Cc2ccccc2)c1NC(C)=O,i,i,i,i,i,17,i,i,i,i,-0.2
Cc1ccc(C(=O)NCCCNC(=O)c2ccco2)cn1,i,i,i,i,i,4,i,i,i,i,-0.1
O=C(O)c1ccc(Cn2c(=S)[nH]c3cc(Cl)ccc3c2=O)cc1,i,i,i,i,i,50,i,i,i,i,1.5
c1ccc(N=Nc2ccc3cccccc2-3)cc1,i,i,i,i,i,19,i,i,i,i,?
C/C(=N\Nc1cc(C(F)(F)F)ccc1Cl)c1ccncc1,i,i,i,i,i,24,i,i,i,i,0.0
Cc1cc(Br)c2c(c1)=C(c1sc(N3CCCCCC3)nc1O)C(=O)N=2,i,i,i,i,·,10,·,·,i,i,2.9
CCCSc1nnc(-c2cnn(-c3ccccc3)c2-n2cccc2)n1C,i,i,i,i,i,7,i,i,i,i,-0.4
CCCCOc1ccc(OCCNC(=O)C2CCCN2C(=O)Nc2ccccc2)cc1 (stereo not given),i,i,i,i,i,5,i,i,i,i,-0.1
COc1ccccc1-c1ccc(=O)n(CC(=O)NC2CCc3ccccc32)n1 (stereo not given),i,i,i,i,i,2,i,i,i,i,0.1
Cn1c(=O)[nH]c(NC2CCCCC2)c([N+](=O)[O-])c1=O,i,i,i,i,i,28,i,i,i,i,0.3
CSCc1nnc(NC(=O)c2ccc(S(=O)(=O)N3CCCCC3C)cc2)o1 (stereo not given),i,i,i,i,i,74,i,i,i,i,-0.2
COc1cccc(C(=O)NCc2cn3ccsc3n2)c1,i,i,i,i,i,11,i,i,i,i,1.1
CCC(=O)N1CCc2cc(S(=O)(=O)NCCC(=O)Nc3cc(C)cc(C)c3)ccc21,i,i,i,i,i,12,i,i,i,i,0.2
CC(C)NC(=O)NC(=O)CSc1ncc(C(F)(F)F)cc1Cl,i,i,i,i,i,1,i,i,i,i,0.2
O=C(CNCCO)Nc1ccc(F)c(Cl)c1,i,i,i,i,i,24,i,i,i,i,-0.2
Cn1c(=O)[nH]c(=O)c2c1nc(CN1CCN(c3cccc(Cl)c3)CC1)n2CCN1CCOCC1,i,i,i,i,i,26,i,i,i,i,-0.4
Cc1ccc2c(c1)N(CC(=O)NCCC1=CCCCC1)C(=O)c1cccnc1O2,i,i,i,i,i,5,i,i,i,i,0.2
Fc1ccc(-c2nnc(CSc3nnc(-c4ccc5c(c4)OCO5)o3)o2)cc1,i,i,i,i,i,33,i,i,i,i,0.1
CSc1cc(-c2ccc(Cl)cc2)n(Cc2ccccc2)c(=O)c1C#N,i,i,i,i,i,7,i,i,i,i,-0.5
CCOC(=O)c1c(C)sc(Sc2ccc(Cl)cc2[N+](=O)[O-])c1OC,i,i,i,i,i,-6,i,i,i,i,-0.1
# (cont.)
SMILES,TRPC6 inhibitor,TRPC6 act,TRPC4 inh,TRPC4 act,MrgX1 antagonist,AI-2 QS mod,MrgX1 PAM,MrgX1 agonist,PolyA inh,TRPC4 PAM,HIF act
CC(=O)NC(Cc1ccc(C)cc1)C(=O)NC1CCN(c2ncccc2[N+](=O)[O-])CC1 (stereo not given),i,i,i,i,i,11,i,i,i,i,-0.2
CN(C(=O)c1cccc(NC(=O)Cc2ccccc2)c1)c1ccccc1,i,i,i,i,i,·,i,i,i,i,0.3
COCCCNC(=O)Cn1c(=O)n(Cc2ccccc2Cl)c(=O)c2cc(OC)c(OC)cc21,i,i,i,i,i,-18,i,i,i,i,0.7
CN(CC(=O)Nc1ccc(Cl)cc1)C(=O)c1cccc(S(=O)(=O)N2CCN(Cc3ccccc3)CC2)c1,i,i,i,i,i,·,i,i,i,i,0.6
CC1CCN(CCC(=O)Nc2ccc3c(c2)CCC3)CC1,i,i,i,i,i,2,i,i,i,i,0.2
CSc1cccc(NC(=O)c2c(Cl)cnn2C)c1,i,i,i,i,i,17,i,i,i,i,0.7
CCOc1ccc(C(=O)NCC(=O)OCC(=O)c2ccc3c(c2)-c2ccccc2C3)cc1,i,i,i,i,i,-4,i,i,i,i,-0.3
COc1ccc2cc(C(=O)C3CCCN(C(=O)CCc4cnn(C)c4)C3)ccc2c1 (stereo not given),i,i,i,i,i,22,i,i,i,i,1.3
O=c1c2[nH]c3cccc(Cl)c3c2ncn1Cc1ccco1,i,i,i,i,i,4,i,i,i,i,1.9
COCCNS(=O)(=O)c1cccn1-c1ncc(C(F)(F)F)cc1Cl,i,i,i,i,i,-3,i,i,i,i,1.5
COc1cccc(C2=NOC(C(=O)Nc3cc(OC)c(OC)c(OC)c3)C2)c1 (stereo not given),i,i,i,i,i,17,i,i,i,i,0.2
Cc1ccc(CNC(=O)c2ccc(CS(=O)Cc3cccc(Cl)c3)o2)cc1 (stereo not given),i,i,i,i,i,13,i,i,i,i,0.1
COc1ccc(Cl)cc1C(=O)Nc1ccc(NC(=O)C(C)C)cc1,i,i,i,i,i,11,i,i,i,i,-0.4
Oc1ccccc1C1CC(c2cccs2)=NC(c2ccc(Cl)cc2)N1 (stereo not given),i,i,i,i,i,25,7.4*,i,i,i,1.3
CCOc1ccc(-n2c(-c3ccccc3)c[n+]3c2CCCCC3)cc1,i,i,i,i,i,34,i,i,i,i,-0.3
COc1ccc(/C=C/C(=O)Nc2ccc(OC)nc2)cc1,i,i,i,i,i,24,i,i,i,i,0.3
CN1CCN(c2ccc(CNS(=O)(=O)c3ccccc3)cc2)CC1,i,i,i,i,i,8,i,i,i,i,1.5
